HEK cytotox = HEK 293 cell cytotoxicity | HEK 293 viability, ATP luminescence (CellTiter-Glo), 48-72 h | actives 6.6% (n = 94,000) | Potency, µM (top dose mostly 115 µM), inactives show top-dose activity change, negative = cytotoxicity, hits mostly inhibitors | AID 1345083; note: potency is the fitted concentration of half-maximal effect; nearly all actives have a fitted effect of over 60% in size
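HEK 293 cells seeded at 250 cells/well were exposed to compound for 48 or 72 hr at 37 degree Celsius. Viability taken as ATP content by CellTiter-Glo luminescence.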
NIH3T3 tox = kills NIH 3T3 cells; NIH 3T3 viability, CellTiter-Glo ATP luminescence, 48-72 h; Potency, µM (doses to about 96.7 µM), for the others: at the highest dose activity change, negative = cytotoxicity, actives largely listed as inhibitors; actives 4.3% (n = 94,000); AID 1345082; note: potency is the fitted concentration of half-maximal effect; nearly all actives have a fitted effect of over 55% in size
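Cytotoxicity was measured by CellTiter-Glo ATP luminescence after 48 or 72 h compound exposure at 37 °C. Mouse NIH 3T3 fibroblasts were seeded at 400 cells/well and dosed by 23 nL pin transfer.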
IP6K1 inhibitor = inhibitors of human IP6K1 | Q92551 | IP6K1 kinase, ADP-Glo luminescence, 2 h; active compounds read low | actives 0.81% (n = 140,000) | activity change, % (series mostly up to about 58 µM); in the data active = activity change below about -25%
Target sequence (Q92551 whole entry, looked up): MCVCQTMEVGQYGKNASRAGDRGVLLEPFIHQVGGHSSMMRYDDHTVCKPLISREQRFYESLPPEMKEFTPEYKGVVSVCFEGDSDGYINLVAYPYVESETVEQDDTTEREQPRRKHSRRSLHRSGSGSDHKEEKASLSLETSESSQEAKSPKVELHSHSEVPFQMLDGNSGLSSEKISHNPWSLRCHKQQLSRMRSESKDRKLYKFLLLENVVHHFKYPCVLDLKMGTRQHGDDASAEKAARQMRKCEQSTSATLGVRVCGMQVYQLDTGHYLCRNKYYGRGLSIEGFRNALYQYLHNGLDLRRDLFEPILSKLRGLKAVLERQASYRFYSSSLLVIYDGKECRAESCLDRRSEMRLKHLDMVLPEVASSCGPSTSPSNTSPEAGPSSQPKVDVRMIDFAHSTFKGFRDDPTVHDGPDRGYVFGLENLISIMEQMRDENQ
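ADP-Glo luminescence measures ADP made by human IP6K1 during a 2 h RT reaction with ATP/IP6 (mix at 1.3 mM/130 uM); top library doses 57.5 and 19.1 uM final.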
Luciferase inh = Photinus pyralis luciferase inhibition. AID 1347043. purified P. pyralis luciferase, luminescence, biochemical. Potency, µM (titrated, usually from 115 µM), for the others: at the top dose activity change, negative = inhibition, usual class: inhibitors. actives 2.5% (n = 76,000); note: potency is the fitted concentration of half-maximal effect; nearly all actives have a fitted effect of over 65% in size
Target sequence (P08659 whole entry, looked up): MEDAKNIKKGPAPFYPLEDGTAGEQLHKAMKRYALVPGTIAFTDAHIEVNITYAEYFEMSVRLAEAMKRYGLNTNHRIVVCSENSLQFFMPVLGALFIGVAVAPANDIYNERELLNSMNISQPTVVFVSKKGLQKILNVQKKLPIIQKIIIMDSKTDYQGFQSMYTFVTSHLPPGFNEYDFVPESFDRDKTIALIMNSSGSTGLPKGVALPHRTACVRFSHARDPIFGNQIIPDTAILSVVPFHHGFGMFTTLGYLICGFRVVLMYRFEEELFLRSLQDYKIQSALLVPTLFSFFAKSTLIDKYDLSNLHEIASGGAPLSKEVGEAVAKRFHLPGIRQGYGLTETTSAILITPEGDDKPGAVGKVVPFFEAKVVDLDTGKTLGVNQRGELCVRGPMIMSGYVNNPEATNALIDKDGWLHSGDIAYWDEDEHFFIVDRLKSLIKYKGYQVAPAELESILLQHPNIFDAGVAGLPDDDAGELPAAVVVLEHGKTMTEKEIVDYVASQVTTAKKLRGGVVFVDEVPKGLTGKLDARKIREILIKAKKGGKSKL
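Luminescence read by CCD imaging after purified firefly luciferase (10nM final) was added to substrate buffer holding 10uM D-luciferin and 10uM ATP, pH 7.5, pre-dosed with compound.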
SNCA expr inhib = inhibitors of alpha-synuclein (SNCA) gene expression; HEK-293 SNCA-luciferase knock-in, luminescence, 24 h; Potency, µM (doses to about 57.2 µM), without a hit: at the highest dose activity change, negative = inhibition, actives largely listed as inhibitors; actives 0.17% (n = 140,000);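 note: potency is the fitted concentration of half-maximal effect; plate controls were DMSO cells for no effect and cell-free wells for full effect; nearly all actives have a fitted effect of over 45% in size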
GPT2 inhibitor = GPT2 alanine aminotransferase inhibition; Potency, µM (highest dose often 57.7 µM), for the others: at the highest dose activity change, negative = inhibition, hits mostly inhibitors; actives 0.25% (n = 100,000); Recombinant GPT2, coupled pyruvate oxidase/HRP Amplex Red fluorescence; Q8TD30; AID 1671188; note: potency is the fitted concentration of half-maximal effect; nearly all actives have a fitted effect of over 60% in size; many of its hits are not listed in these tables
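Fluorescence of coupled pyruvate oxidase/HRP/Amplex Red system (50uM Amplex, 30 min, dark) reports pyruvate formed by GPT2. Enzyme reaction: 10ng/uL GPT2, 2mM L-alanine, 250uM a-KG, 30 min room temperature, pH 7.5; 50uM AOA control.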
SNCA viab count = counter-screen for SNCA expression inhibitors: cell viability. HEK-293-SNCA-luc viability, GF-AFC fluorescence, 24 h. Potency, µM (doses to about 57.1 µM), without a hit: at the highest dose activity change, negative = cytotoxicity, hits mostly cytotoxic. actives 0.12% (n = 150,000);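 note: potency is the fitted concentration of half-maximal effect; 0% = DMSO-treated cells and -100% = medium-only wells without cells; nearly all actives have a fitted effect of over 30% in size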
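HEK-293-SNCA-luc cells (1500/well) plated 24 h, then exposed 24 h to a dilution series; GF-AFC added 30 min at 37C, fluorescence 405/540 nm; normalised to medium-only and DMSO wells, Hill fit.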
Starred values were filed as active, the others as inactive; i = inactive; ? = inconclusive; . = no result given; & = joins results of further samples; [ ] = another dose, or the depositor's remark. Unless noted, calls come from the whole dose curve; as a rule, active = well fitted curve in the direction sought with a large enough effect; inconclusive = small, poorly fitted or top-dose-only effect, or another doubt; inactive = no such curve, though single readings can be large; an effect the other way counts as inactive or inconclusive. Unless noted, % is set by controls: 0 for no effect and ±100 for the full control effect. An excerpt, so the mix of outcomes need not match the whole.

Values run as follows: HEK cytotox | NIH3T3 tox | IP6K1 inhibitor | Luciferase inh | SNCA expr inhib | GPT2 inhibitor | SNCA viab count
CN(C)Cc1nnc(C2CCN(C(=O)c3cn4cccnc4n3)CC2)n1C
    -18% | -11% | -4 | -7% | 4% | -30% | -10%
Cc1ccc(C)c(N(C)C(=O)c2cn(C)c(=O)c3ccccc23)c1
    . | . | 4 | . | 75%[activator] | . | 10%
Cc1ccc(C)c(C(=O)N2CC(c3nnc(-c4ccncc4)o3)C3(CCOCC3)C2)c1 (stereo not drawn)
    0% | -21% | 6 | -13% | 12% | ? | 8%
Cn1ncc2c(C(=O)NCc3ccccc3F)cc(-c3cccc(C(F)(F)F)c3)nc21
    -28% | -31% | -1 | . | . | . | .
C#CCNC(=O)CC[C@H]1CNC(=O)[C@@H]2[C@@H](CCN2Cc2ccc(C)cc2)N1C
    0%[172 µM] | -21%[174 µM] | -2 | 11%[172 µM] | -10%[87.6 µM] | ? | 6%[87.6 µM]
CN(Cc1ccc(F)cc1)C(=O)c1ccccc1
    ? | -19%[138 µM] | 7 | -10%[172 µM] | -9%[87.6 µM] | i | -7%[87.6 µM]
O=C(C1CCCC1)N1CCC(C(=O)N2CCC(N3Cc4ccccc4C3=O)CC2)CC1
    -8%&-19% | -1%&-1% | -2&5 | . | -13%&-8% | -8% | -4%&3%
COc1ccc(CCNC(=O)c2cnc3cc(C)nn3c2)cc1
    i | i | 2 | . | -1%[87.6 µM] | -20%[88.5 µM] | 3%[87.6 µM]
COc1ccccc1NC(=O)c1cc2c(n1C)CCN(Cc1ccc(F)cc1)C2
    32µM* | ? | -11 | 16µM* | 141%[activator] | -9% | -4%
O=C(NC1CCN(Cc2ccc(F)c(F)c2)CC1)c1ccc2nccn2c1
    45µM* | -21% | 41 | 11% | -13% | ? | -10%
CCc1ccc(NC(=O)Cn2ccn(-c3cccc(Cl)c3)c(=O)c2=O)cc1
    . | . | -6 | . | -7% | . | 3%
COc1ccc(-c2noc(-c3cccn3CC(=O)NCc3ccc(F)cc3)n2)cc1F
    -17% | 1% | 12 | 0% | 5% | i | -5%
C[C@@H]1C(=O)O[C@H]2[C@H]1CC[C@@]1(C)Cc3sc(NS(=O)(=O)c4ccc5c(c4)CN(C(=O)C(F)(F)F)CC5)nc3[C@@H](C)[C@H]21
    -17% | -23% | -5 | 3% | 8% | -7% | 3%
CCc1ccc(-n2c(SC(CC)C(=O)N(CC)CC)nc3n[nH]c(C)c3c2=N)cc1 (stereo not drawn)
    . | . | 16 | . | ? | . | ?
Cc1ccc(-c2nc(S(=O)(=O)c3ccccc3)c(SCC(=O)NC3CCCCC3)o2)cc1
    . | . | -5 | . | 7% | . | -5%
CCn1cnnc1CC1CCCN(S(=O)(=O)c2ccc(OC)cc2)C1 (stereo not drawn)
    -23% | -23% | 23 | . | -15% | -1% | 3%
CCOc1ccc(CNC(=O)c2cnc3sc(N(CC)CC)nn3c2=O)cc1OC
    . | . | 26 | . | 2% | . | -6%
CCOC(=O)c1ccc(NC2=CC(c3ccc(F)cc3)N(c3ccc(C(=O)OCC)cc3)C2=O)cc1 (stereo not drawn)
    . | . | 3 | . | -4% | . | -2%
Cc1ccc2nc(/C(C#N)=C/c3cccc(Br)c3)[nH]c2c1
    . | . | -2 | . | 73%[activator] | . | ?
CSc1ccc(CNC(=O)c2cc3c(s2)CCN(C(=O)c2ccccc2)C3)cc1
    ? | ? | -4 | -20% | 14% | 2% | -10%
O=C(CCn1cnc2onc(-c3ccc(F)cc3)c2c1=O)Nc1ccc(F)c(Cl)c1
    . | . | 0 | . | ? | . | -26%
COc1ccc(O)cc1
    . | . | -3 | . | -5%[25.6 µM] | ? | 13%[23.9 µM]
Cc1ccc2oc(=O)c(S(=O)(=O)c3ccc(C(C)(C)C)cc3)cc2c1
    . | . | 18 | . | 18% | . | 13%
COc1cccc(CCN2CC[C@H]3CN(C(=O)COc4ccccc4)CC[C@H]3CC2=O)c1OC
    -21% | -16% | 22 | 3% | 9% | i | -7%
COc1cc(Cl)c(C)cc1NC(=O)CSc1cc(-c2ccccc2)nc(C)n1
    . | . | 5 | . | 3% | . | 4%
CC1CCC2(CC1)OCC(C(=O)NCC1CCCO1)N2C(=O)c1ccc(Cl)c(Cl)c1 (stereo not drawn)
    ? | ? | 1 | 2% | 7% | i | 4%
CCC#CCN1CCc2ccccc2N(CC(O)COc2ccc(OC)cc2)CCC1=O (stereo not drawn)
    ? | ? | 0 | . | -1%[25.6 µM] | -19%[27.3 µM] | 2%[23.9 µM]
Cc1nn(CC(=O)NCCc2ccccc2)c(=O)c2nn(-c3ccccc3)c(C)c12
    . | . | 19 | . | 24% | . | -7%
O=C(Nc1noc2ccccc12)c1cccc(F)c1
    . | . | 1 | . | -41% | . | 11%
COCCCn1c(=N)c(S(=O)(=O)c2ccccc2)cc2c(=O)n3cccc(C)c3nc21
    . | . | 13 | . | 37%[activator] | . | 9%

The last 5 records of the section above lead into the next:
Values run as follows: HEK cytotox | NIH3T3 tox | IP6K1 inhibitor | Luciferase inh | SNCA expr inhib | GPT2 inhibitor | SNCA viab count
CC1CCC2(CC1)OCC(C(=O)NCC1CCCO1)N2C(=O)c1ccc(Cl)c(Cl)c1 (stereo not drawn)
    ? | ? | 1 | 2% | 7% | i | 4%
CCC#CCN1CCc2ccccc2N(CC(O)COc2ccc(OC)cc2)CCC1=O (stereo not drawn)
    ? | ? | 0 | . | -1%[25.6 µM] | -19%[27.3 µM] | 2%[23.9 µM]
Cc1nn(CC(=O)NCCc2ccccc2)c(=O)c2nn(-c3ccccc3)c(C)c12
    . | . | 19 | . | 24% | . | -7%
O=C(Nc1noc2ccccc12)c1cccc(F)c1
    . | . | 1 | . | -41% | . | 11%
COCCCn1c(=N)c(S(=O)(=O)c2ccccc2)cc2c(=O)n3cccc(C)c3nc21
    . | . | 13 | . | 37%[activator] | . | 9%
O=C(Cn1c(=O)c2cccn2c2ccc(F)cc21)N1CCN(c2ccccc2)CC1
    . | . | 4 | . | 27% | . | 1%
COc1ccc(S(=O)(=O)N2CCC(C(=O)Nc3cc(C(F)(F)F)ccc3Cl)CC2)cc1
    . | . | -43* | . | ? | . | ?
Cc1oc(-c2cccc(C(F)(F)F)c2)nc1CN1CCN(C)C(CCO)C1 (stereo not drawn)
    ? | ? | -5 | -3% | -19% | i | -2%
c1cnc(-c2nc(CNc3ncncn3)cs2)cn1
    2% | -12% | -8 | 4% | -5% | 0%[11.5 µM] | -10%
O=C(Nc1cccc(-c2nnc3n2CCCC3)c1)C1CCC1
    -11% | 5% | 8 | -3% | -22% | i | ?
CCc1ccc(NC(=O)Cn2c(=O)c(CNc3ccccc3)cc3cc(OC)c(OC)cc32)cc1
    . | . | -11 | . | -30% | . | -6%
Cc1cc(C)c(CNC(=O)c2cc(-c3ccccc3F)cc3c2OCCN3C(C)C)c(=O)[nH]1
    ? | ? | -14 | -4% | ? | -12% | -27%
COCCNC(=O)c1cc(C2CC2)nc2c1c(C1CCCNC1)nn2C (stereo not drawn)
    i | i | 4 | . | ? | i | 2%
Cc1ccc(-c2cccc(CN3CCCC3C(=O)NCC3CC3)c2)cc1Cl (stereo not drawn)
    32µM* | ? | 5 | . | . | . | .
CCOCCCn1c(SCC(=O)NCCCOC)nc2c(sc3ccccc32)c1=O
    . | . | 37 | . | 26% | . | 1%
O=C1NCN(Cc2ccc(Cl)cc2)C12CCN(Cc1cccc(C(F)(F)F)c1)CC2
    3% | -5% | -15 | 4% | -14% | 2% | 8%
Cc1ccc(Cn2c(C3CCN(C(=O)c4ccc(C)c(C)c4)CC3)n[nH]c2=O)cc1
    ? | ? | -9 | 1% | ? | i | -2%
CCc1ccccc1NC(=O)CSC1=Nc2ccccc2C2=NC(Cc3ccccc3)C(=O)N12 (stereo not drawn)
    . | . | -6 | . | ? | . | ?
CCNC(=O)Cn1nc(C)n2c(cc3c(OC)cccc32)c1=O
    . | . | -9 | . | ? | . | -14%
Cc1ccc(CN2C[C@H]3CN(C(=O)c4ccc5c(c4)OCO5)CCN3C2=O)cc1
    ? | ? | -4 | -8%[172 µM] | -17%[87.6 µM] | -2%[88.5 µM] | -8%[87.6 µM]
COc1ccccc1NC(=O)c1cc2c(n1C)CCN(Cc1cccc(C)c1)C2
    ? | ? | -2 | 32µM* | 58%[activator] | i | 6%
COc1ccc(C(=O)N2CCN(Cc3ccccc3)CC(O)C2)c(OC)n1 (stereo not drawn)
    -22% | -8% | 10 | 4% | 12% | 3% | -9%
O=C(Nc1cc(-c2nc3cc(Cl)ccc3o2)ccc1Cl)c1cccc2ccccc12
    . | . | -8 | . | 132%[activator] | . | -6%
Cc1cccc(S(=O)(=O)N2CCCC(Cn3c(C4CC4)nc4cccnc43)C2)c1 (stereo not drawn)
    35µM* | ? | -6 | -8% | 6% | i | ?
CCCc1noc(-c2ccn3c(CNC(=O)c4ccc(OC)cc4)nnc3c2)n1
    1% | -15% | 11 | 2% | 28% | i | 6%
COc1ccc(-n2nc(C)c(CCC(=O)N3CCOCC3)c2Oc2ccccc2F)cc1
    ? | ? | 5 | 7% | -1% | i | 5%
CCOC(=O)N1CCN(Cc2nc3cc(NC(=O)c4ccc([N+](=O)[O-])cc4)ccc3n2C(C)C)CC1
    . | . | 5 | . | -23% | . | -21%
CCOCC1(C)COc2ccc(C(=O)NCCc3ccccc3)cc2N1 (stereo not drawn)
    ? | ? | -10 | 22µM* | 71%[activator][87.6 µM] | -6%[88.5 µM] | 7%[87.6 µM]
COc1ccc(CNC(=O)[C@H]2O[C@H](CCN3CCN(c4ccccn4)CC3)CC[C@@H]2O)cc1
    i | -1% | -3 | -3% | 3% | -2% | -4%
Cc1ccc(F)c(OC2(C(=O)O)CCN(S(=O)(=O)c3cnn(C)c3)CC2)c1
    1% | 4% | 4 | -10% | -1% | -15% | 5%
Cc1ccncc1C(=O)N1CCC(N2CC(OCC3CC3)C23CCCCC3)CC1 (stereo not drawn)
    -8% | -18% | 4 | -1% | ? | 4% | 7%
Cc1noc(-c2cn(C3CCCN(C(=O)c4ccc(F)c(Cl)c4)C3)nn2)n1 (stereo not drawn)
    -17% | -19% | 3 | 5% | -11% | -3% | 0%
Cc1ccc(C(C)C)c(O)c1
    . | . | -1 | . | -6%[25.6 µM] | i | -3%[23.9 µM]
O=C(NCCN1CCOCC1)c1cn2cc(-c3ccc(F)cc3)sc2n1
    -20% | -19% | 4 | . | 103%[activator] | 1% | 10%
COc1ccc(NC(=O)c2ccc3c(c2)OCC(=O)N(C)C3)c(F)c1
    ? | -23%[138 µM] | -12 | ? | 30%[activator][87.6 µM] | -2%[88.5 µM] | 1%[87.6 µM]
